12-LOX inh: ALOX12 (human) lipoxygenase inhibition; actives 1.1% (n = 580,000); Potency, µM (highest dose often 108 µM), inactives show at the highest dose activity change, negative = inhibition, most hits filed as inhibitors; P18054; purified 12hLO, xylenol orange hydroperoxide absorbance; active = well fitted inhibition curve with a large enough effect; inconclusive = small, poorly fitted or top-dose-only effect, or another doubt; inactive = no such curve, though single readings can be large or run the other way
Target sequence (P18054 whole entry, looked up): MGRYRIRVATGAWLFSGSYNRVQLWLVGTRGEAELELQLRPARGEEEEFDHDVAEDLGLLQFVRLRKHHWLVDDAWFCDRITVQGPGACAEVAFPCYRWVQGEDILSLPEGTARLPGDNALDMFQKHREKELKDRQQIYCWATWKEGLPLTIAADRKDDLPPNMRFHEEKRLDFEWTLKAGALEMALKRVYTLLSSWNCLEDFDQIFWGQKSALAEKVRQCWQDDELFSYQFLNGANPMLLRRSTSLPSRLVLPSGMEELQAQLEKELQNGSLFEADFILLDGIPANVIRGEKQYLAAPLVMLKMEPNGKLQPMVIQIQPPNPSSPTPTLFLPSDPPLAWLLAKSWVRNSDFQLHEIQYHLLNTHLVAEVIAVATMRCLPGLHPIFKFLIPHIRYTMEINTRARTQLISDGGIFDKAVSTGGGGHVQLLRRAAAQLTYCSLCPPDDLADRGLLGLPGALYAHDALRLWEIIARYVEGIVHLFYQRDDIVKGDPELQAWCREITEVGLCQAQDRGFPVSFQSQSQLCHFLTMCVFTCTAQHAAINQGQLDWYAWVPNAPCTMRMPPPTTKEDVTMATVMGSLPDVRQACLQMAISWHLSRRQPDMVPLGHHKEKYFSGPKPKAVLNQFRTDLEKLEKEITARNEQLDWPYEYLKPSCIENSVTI
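Hydroperoxide product was detected by ferrous iron/xylenol orange as the 573 to 405 nm absorbance ratio. Arachidonic acid at 40 uM (final) was turned over for 30 min at room temperature by 150 nM human 12hLO, pH 7.0 Hepes buffer, after 15 min compound preincubation.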
* = called active by the depositor; [ ] = another dose, or the depositor's remark. % is scaled to controls: 0 for no effect and ±100 for the full control effect; potency is read from the fitted curve at half-maximal effect. This is a subset, so the mix of outcomes need not match the whole.

How did COc1cccc(Nc2ncc3ncc(=O)n(CCc4ccccc4)c3n2)c1 do in these assays?
12-LOX inh: 12%

What do the screens show for `Cc1cc(C(=O)Cn2nc(C(=O)O)c3ccccc3c2=O)c(C)[nH]1`?
12-LOX inh: -18%

How did NCC1Cc2ccccc2O1 (stereo unspecified) do in these assays?
12-LOX inh: 41%[activator]

What do the screens show for `Fc1ccccc1-c1noc(NCCc2ccc(Cl)cc2)n1`?
12-LOX inh: -14%

How did CCOc1ccccc1NC(=O)C(=O)c1c[nH]c2c(CC)cccc12 do in these assays?
12-LOX inh: inconclusive

How did O=C(c1ccccn1)N1CCCN(c2cc(-c3ccc(Cl)cc3)[nH]n2)CC1 do in these assays?
12-LOX inh: -7%

How did NC(=O)[C@@H]1CN(C(=O)c2cocn2)C[C@H]1COc1ccccc1 do in these assays?
12-LOX inh: inconclusive

What do the screens show for `CC(C#N)OC(=O)c1ccccc1Cc1ccccc1` (stereo unspecified)?
12-LOX inh: inconclusive

How did CCOc1ccc2c(c1)O/C(=C\c1ccccc1OS(C)(=O)=O)C2=O do in these assays?
12-LOX inh: -24%

Results for CC(C)[C@H](NC(=O)c1c(F)cccc1F)C(=O)OCc1ccc(C(N)=O)cc1 ?
12-LOX inh: -19%

Results for CC(=O)N1CCc2nn(CC(=O)Nc3cccc(Cl)c3C)c(=O)cc2C1 ?
12-LOX inh: 13%

What do the screens show for `CCOc1ccccc1OC(=O)c1ccccc1`?
12-LOX inh: -23%

Results for Cc1ccc(-c2nnc([C@H]3CCN(c4nccc(C(F)(F)F)n4)C3)o2)cc1 ?
12-LOX inh: 16%[176 µM]

What do the screens show for `O=C(Nc1ccc(Cl)cc1C(F)(F)F)N1CCC(n2cnnc2C2CC2)C1` (stereo unspecified)?
12-LOX inh: 3%

What do the screens show for `Cc1[nH]c2ccc(C(=O)N[C@H]3CCOC[C@H]3C3CCOCC3)cc2c1C`?
12-LOX inh: 31%[activator]

What do the screens show for `CN1CCN(c2nc3c(c(=O)n(C)c(=O)n3C)n2CC(=O)c2ccc(Cl)cc2)CC1`?
12-LOX inh: 19%

What do the screens show for `COc1cccc(N2CC(C(=O)N3CCC(C(=O)NCc4cccc(Cl)c4)C3)NC2=O)c1` (stereo unspecified)?
12-LOX inh: 34%[activator]

How did COc1ccc(C)cc1NC(=O)Cn1c(-c2ccc(F)cc2)nc(C)cc1=O do in these assays?
12-LOX inh: 26%

What do the screens show for `Cc1ccc(-c2cc(C(=O)N[C@H]3Cc4ccccc4[C@@H]3N)n[nH]2)s1`?
12-LOX inh: inconclusive

What do the screens show for `CC(C)N1C(=O)C2(CCCC2)C1C(=O)NCc1nc2ccccc2n1C` (stereo unspecified)?
12-LOX inh: 84%[activator]

What do the screens show for `O=C(c1ccccc1)N1CCCN(Cc2ccc3c(c2)OCO3)c2ccccc21`?
12-LOX inh: inconclusive

What do the screens show for `CCCc1noc(CN(C)C(/C=C/c2ccccc2)C(=O)O)n1` (stereo unspecified)?
12-LOX inh: 66%[activator]

What do the screens show for `CN(Cc1cccc2ccccc12)C1CCc2ccccc21` (stereo unspecified)?
12-LOX inh: 32%[176 µM]

Results for COc1ccc(C(CC(=O)NCc2ccco2)Sc2n[nH]c(-c3ccc(F)cc3)n2)cc1 (stereo unspecified) ?
12-LOX inh: inconclusive

Results for O=C(NCC1CCOCC1)c1ccccn1 ?
12-LOX inh: 11%

What do the screens show for `CNC(=O)[C@@H]1CN(C(=O)c2nccc3ccccc23)C[C@H]1c1nc(COC)no1`?
12-LOX inh: 40%[activator]

What do the screens show for `CC(C)NC(=O)CSc1ccc2c(c1)OCCO2`?
12-LOX inh: 3%

Results for O=C1COc2ccc(NCCc3ccccn3)nc2CN1Cc1ccc(C(F)(F)F)cc1 ?
12-LOX inh: -16%

How did CCn1cc(C(=O)N2C[C@@H](COCC3CC3)[C@H](c3ccccn3)C2)cn1 do in these assays?
12-LOX inh: 4%

What do the screens show for `COC(=O)c1ccc2nc(CO[C@H]3CN(C(C)=O)C[C@H]3F)[nH]c2c1`?
12-LOX inh: 2%[176 µM]

What do the screens show for `CCCNC(=O)CC1CCCN(c2cnn(CC3CC3)c(=O)c2)C1` (stereo unspecified)?
12-LOX inh: 17%

How did O=C1N2CCCC2CN1C1CCN(Cc2ccc(OC(F)(F)F)cc2)CC1 (stereo unspecified) do in these assays?
12-LOX inh: 1%

What do the screens show for `O=C(CC(c1ccccc1)c1ccccc1F)N1CCN(c2ccncc2)CC1` (stereo unspecified)?
12-LOX inh: 29%

Results for O=C1N[C@H](Cc2ccc(O)cc2)C(=O)N2CC[C@H](NS(=O)(=O)c3ccc(Cl)cc3)C[C@@H]12 ?
12-LOX inh: -53%

What do the screens show for `O=C(C1CN(c2ccccc2)C(=O)N1)N1CCC(Cc2ccccc2)CC1` (stereo unspecified)?
12-LOX inh: 37%[activator]

Results for O=C(NCc1coc(-c2cccs2)n1)C1(c2ccc(Cl)cc2)CC1 ?
12-LOX inh: 12%

Results for CNC(=O)N1CCC(C2CCN(C(=O)NC(C)(C)C)C2)CC1 (stereo unspecified) ?
12-LOX inh: 40%[activator]

What do the screens show for `O=C(NC[C@H]1O[C@@H](CC(=O)N2CCN(c3ccccn3)CC2)[C@H](O)[C@@H]1O)c1ccco1`?
12-LOX inh: inconclusive

Results for Cc1cc(Br)ccc1NC(=O)CC1CC2CCC1C2 (stereo unspecified) ?
12-LOX inh: 25%

Results for O=c1[nH]cnc2c1nnn2C1OC(CO)C(O)C1O (stereo unspecified) ?
12-LOX inh: 11%

The last 2 entries of the part before lead into the next:
Results for Cc1cc(Br)ccc1NC(=O)CC1CC2CCC1C2 (stereo unspecified) ?
12-LOX inh: 25%

Results for O=c1[nH]cnc2c1nnn2C1OC(CO)C(O)C1O (stereo unspecified) ?
12-LOX inh: 11%

What do the screens show for `Cc1cc2oc(=O)cc(-c3cc4ccccc4o3)c2cc1C`?
12-LOX inh: -9%

What do the screens show for `Cc1[nH]ncc1CNC(=O)CCC1CCCN(S(=O)(=O)c2cccc(F)c2)C1` (stereo unspecified)?
12-LOX inh: 16%

How did Cc1cc(C(=O)NCC2(COc3cccnc3)C[C@@H](O)[C@@H](O)C2)no1 (stereo partly specified) do in these assays?
12-LOX inh: 70%[activator][176 µM]

How did O=C(Nc1nc(-c2ccco2)cs1)c1ccccc1Br do in these assays?
12-LOX inh: inconclusive

Results for CC(=O)OC1CCC2(C=O)C3CCC4(C)CC(C5=CC(=O)OC5)CC4(O)C3CCC2(O)C1 (stereo unspecified) ?
12-LOX inh: inconclusive

What do the screens show for `CCN1CCC(CCNC(=O)CCC[C@@H]2[C@H]3CCCN4CCC[C@@H](CN2C(C)=O)[C@@H]34)CC1`?
12-LOX inh: 58%[activator]

Results for O=C1COc2ccc(-c3ccc4c(c3)OCO4)nc2CN1Cc1ccc(F)cc1 ?
12-LOX inh: inconclusive

What do the screens show for `F[C@@H]1CN(C2CCC2)C[C@@H]1OCc1nc2ccncc2[nH]1`?
12-LOX inh: 24%[176 µM]

How did CC1(C)CN=C(SCc2ccccc2)NC1 do in these assays?
12-LOX inh: 0%

How did COc1cccc(-c2nc(NCc3ccccc3OC)c3ccccc3n2)c1 do in these assays?
12-LOX inh: inconclusive

How did CCc1ccccc1NCC(=O)Nc1sc2c(c1C#N)CCCCC2 do in these assays?
12-LOX inh: -18%

How did COc1ccc(CN2CCNC(=O)C2CC(=O)NCc2ccco2)c(F)c1 (stereo unspecified) do in these assays?
12-LOX inh: 1%

Results for O=C1NC[C@@H](CCCCN2CCN(CCc3ccc(O)cc3)C(=O)C2=O)N(CC2CCCCC2)C1=O ?
12-LOX inh: 23%

What do the screens show for `COc1cccc(C(=O)OCc2ccccc2C#N)c1`?
12-LOX inh: 2%

Results for O=c1n(CCn2cccc2)nc(C2CCCNC2)n1-c1ccccc1 (stereo unspecified) ?
12-LOX inh: 37%[activator]

What do the screens show for `O[C@@H]1C[C@@H](c2nc(-c3ccccn3)no2)N(Cc2cccs2)C1`?
12-LOX inh: 63%[activator][176 µM]

Results for CC(C)(C)c1ccc(C(=O)Nc2ccc(C(O)[C@H]3COCC(=O)N3Cc3ccccc3)cc2)cc1 (stereo partly specified) ?
12-LOX inh: 23%

What do the screens show for `Cc1ccc(CNC(=O)N2C[C@@H](C(N)=O)[C@H](c3n[nH]c(C)n3)C2)cc1`?
12-LOX inh: 2%

What do the screens show for `CCCn1cc2c3c(cccc31)CN(C(=O)c1ccccc1OC)CC2`?
12-LOX inh: inconclusive

How did CC(C)c1cc(NCc2cccnc2)n2ncc(-c3ccccc3)c2n1 do in these assays?
12-LOX inh: -5%

What do the screens show for `Cc1ccc(C)c(C(=O)N2CC(C(=O)NC3CCCCC3)C3(CCOCC3)C2)c1` (stereo unspecified)?
12-LOX inh: 54%[activator]

How did Cc1ccc(NC(=O)c2nn(-c3ccccc3)c(=O)c3ccccc23)c(F)c1 do in these assays?
12-LOX inh: 1%

How did O=C(CC1CCCN(c2cnn(CC3CC3)c(=O)c2)C1)Nc1cccc(F)c1 (stereo unspecified) do in these assays?
12-LOX inh: 4%

What do the screens show for `Oc1ccc(-c2nc(C3CC3)nc3c2CN(Cc2ccsc2)CC3)cc1`?
12-LOX inh: inconclusive

How did Cc1cc(C(=O)N2CCC3(CCCN(C(C)C)C3=O)C2)c(-c2ccccc2)o1 (stereo unspecified) do in these assays?
12-LOX inh: inconclusive

Results for C=CCNC(=O)CSc1ccc2c(c1)OCCCO2 ?
12-LOX inh: 37%[activator]

What do the screens show for `CN(C)CCCN(Cc1cccc2ccccc12)Cc1cccc2ccccc12`?
12-LOX inh: 5µM*

How did COc1cccc(-c2ccc(O)c(CNC(c3ccccc3)c3ccc(Cl)cc3)c2)n1 (stereo unspecified) do in these assays?
12-LOX inh: inconclusive

How did COC1CCOC2(CCN(S(=O)(=O)c3cn(C)cn3)CC2)C1 (stereo unspecified) do in these assays?
12-LOX inh: 15%

How did N[C@@H]1CCN(Cc2cccc(Oc3ccc(F)cc3)c2)C[C@H]1O do in these assays?
12-LOX inh: 44%[activator]

What do the screens show for `CS(=O)(=O)N(Cc1cccnc1)C1CN(C(=O)CCCc2c[nH]c3ccccc23)C1`?
12-LOX inh: 30%

What do the screens show for `O=C(Nc1ccccc1)N1CCC(Oc2ccccc2)C1` (stereo unspecified)?
12-LOX inh: 18%

What do the screens show for `O=C(N1CCCCC1)N1CCCC(c2nnc3n2CCNC3)C1` (stereo unspecified)?
12-LOX inh: inconclusive

What do the screens show for `CN1CCC(N2CC3(CCC2=O)CCN(C(=O)Cn2ccnc2)CC3)C1` (stereo unspecified)?
12-LOX inh: 56%

What do the screens show for `CCNc1c(NC(=O)NCC2CCCO2)c(=O)oc2ccccc12` (stereo unspecified)?
12-LOX inh: -24%

Results for CN(Cc1cccc(O)c1)C(=O)c1cc(COc2ccccc2F)[nH]n1 ?
12-LOX inh: 76%[activator]

Results for O=C(Nc1cccc(Cl)c1)c1ccc(Cn2c(=O)c3cccn3c3cccnc32)cc1 ?
12-LOX inh: 20%

Results for O=C(Cc1c[nH]c2ccccc12)Nc1nc2ccc(Cl)cc2s1 ?
12-LOX inh: 3%

What do the screens show for `Cc1ccc(C(=O)Nc2cccc(-c3nc(CNC(=O)[C@@H]4C[C@@H](C)NC(=S)N4)c(C)o3)c2)s1`?
12-LOX inh: inconclusive

How did CN(C)c1ccc(CNC(=O)c2nccnc2N)cn1 do in these assays?
12-LOX inh: -72%

What do the screens show for `O=S(=O)(c1ccc(F)cc1)N1CCN(c2ccc(NCc3ccccc3)nn2)CC1`?
12-LOX inh: -1%

Results for Cc1ccc(-n2ncc3c2CCCC3NC(=O)c2cc(C(C)C)no2)cc1C (stereo unspecified) ?
12-LOX inh: -5%

How did CCN1CCC(N2CCCC(N3CCN(c4ccccc4OC)CC3)C2)CC1 (stereo unspecified) do in these assays?
12-LOX inh: 0%

What do the screens show for `O=C(CN1C(=O)S/C(=C\c2ccccc2F)C1=O)Nc1ccc2oc(=O)ccc2c1`?
12-LOX inh: inconclusive

What do the screens show for `COc1ccc(-c2cc(N3CCCN(C(=O)C4CCCC4)CC3)n[nH]2)cc1`?
12-LOX inh: 43%[activator]

How did NC(=S)N/N=C/c1ccc(Cl)cc1Cl do in these assays?
12-LOX inh: inconclusive

Results for COc1ccc(NC(=O)c2ccccc2C)c2cccnc12 ?
12-LOX inh: 7%

How did CNC(=O)[C@@H]1C[C@H](N)CN1S(=O)(=O)c1cccc(OC)c1 do in these assays?
12-LOX inh: 24%

Structures shown so far containing a Cl atom (twelve):
What do the screens show for `Fc1ccccc1-c1noc(NCCc2ccc(Cl)cc2)n1`?
12-LOX inh: -14%

How did O=C(c1ccccn1)N1CCCN(c2cc(-c3ccc(Cl)cc3)[nH]n2)CC1 do in these assays?
12-LOX inh: -7%

Results for CC(=O)N1CCc2nn(CC(=O)Nc3cccc(Cl)c3C)c(=O)cc2C1 ?
12-LOX inh: 13%

What do the screens show for `O=C(Nc1ccc(Cl)cc1C(F)(F)F)N1CCC(n2cnnc2C2CC2)C1` (stereo unspecified)?
12-LOX inh: 3%

What do the screens show for `CN1CCN(c2nc3c(c(=O)n(C)c(=O)n3C)n2CC(=O)c2ccc(Cl)cc2)CC1`?
12-LOX inh: 19%

What do the screens show for `COc1cccc(N2CC(C(=O)N3CCC(C(=O)NCc4cccc(Cl)c4)C3)NC2=O)c1` (stereo unspecified)?
12-LOX inh: 34%[activator]

Results for O=C1N[C@H](Cc2ccc(O)cc2)C(=O)N2CC[C@H](NS(=O)(=O)c3ccc(Cl)cc3)C[C@@H]12 ?
12-LOX inh: -53%

Results for O=C(NCc1coc(-c2cccs2)n1)C1(c2ccc(Cl)cc2)CC1 ?
12-LOX inh: 12%

How did COc1cccc(-c2ccc(O)c(CNC(c3ccccc3)c3ccc(Cl)cc3)c2)n1 (stereo unspecified) do in these assays?
12-LOX inh: inconclusive

Results for O=C(Nc1cccc(Cl)c1)c1ccc(Cn2c(=O)c3cccn3c3cccnc32)cc1 ?
12-LOX inh: 20%

Results for O=C(Cc1c[nH]c2ccccc12)Nc1nc2ccc(Cl)cc2s1 ?
12-LOX inh: 3%

How did NC(=S)N/N=C/c1ccc(Cl)cc1Cl do in these assays?
12-LOX inh: inconclusive

Screening results: PubChem BioAssay, National Center for Advancing Translational Sciences (NCATS)
